Source: PubChem BioAssay (several laboratories)
Mtb RmlCD inh: inhibitors of Mycobacterium tuberculosis RmlC and RmlD coupled enzymes. 160,000 compounds, 0.03% hits. inhibition, % at 3.6 µM. AID 1533. RmlC+RmlD coupled enzyme assay, percent inhibition; primary screen in compound mixtures; in the data active = inhibition mostly above about 34%, no sharp cut-off; inconclusive = no clear call, values can overlap the other calls; inactive = mostly below about 22%; also: some results filed as inactive read as strong as hits
Target sequence (P9WH09 whole entry, looked up): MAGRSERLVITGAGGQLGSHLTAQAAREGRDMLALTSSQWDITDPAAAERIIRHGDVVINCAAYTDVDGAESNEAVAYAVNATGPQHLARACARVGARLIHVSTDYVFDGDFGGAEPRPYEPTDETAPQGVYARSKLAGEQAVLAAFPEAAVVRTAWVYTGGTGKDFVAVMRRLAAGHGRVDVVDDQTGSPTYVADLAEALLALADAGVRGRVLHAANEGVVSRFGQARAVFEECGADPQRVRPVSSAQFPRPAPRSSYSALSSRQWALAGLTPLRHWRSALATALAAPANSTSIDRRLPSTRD
Target sequence (P9WH11 whole entry, looked up): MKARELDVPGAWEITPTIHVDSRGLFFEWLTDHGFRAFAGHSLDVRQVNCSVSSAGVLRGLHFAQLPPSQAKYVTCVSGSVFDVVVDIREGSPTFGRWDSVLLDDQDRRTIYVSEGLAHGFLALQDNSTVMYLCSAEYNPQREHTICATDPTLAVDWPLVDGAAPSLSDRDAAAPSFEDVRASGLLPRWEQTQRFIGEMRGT
M. tuberculosis GlmU: inhibition of mycobacterial GlmU enzyme – biochemical, glucosamine-1-phosphate acetyltransferase (AID 1376) | M. tuberculosis GlmU acetyltransferase enzyme assay; higher % means a stronger effect | inhibition, %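 (tested at 30 µM in the primary screen)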; hits with a dose series show IC50 in µM | 220,000 compounds, 0.25% hits; in the data active = inhibition above about 13%; inconclusive = no clear call, values can overlap the other calls;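 also: 0% = complete reaction with vehicle and 100% = reaction without substrate; strong numbers were not always called active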
Starred values were filed as active, the others as inactive; ? = inconclusive; . = no result given. This is a subset; count on the stated rates, not on these rows.

smiles | Mtb RmlCD inh | M. tuberculosis GlmU
O=C(c1ccc2c(c1)OCO2)N1CCC2(CC1)OCCO2 | 49 | 5.1%
CC(Sc1nc2ccccc2[nH]1)C(=O)Nc1ccccc1F (stereo not drawn) | -4 | 3.3%
C=CCn1c(SCC(=O)c2cc(C)n(Cc3cccs3)c2C)nnc1-c1ccncc1 | 4 | 6.3%
CCCn1nc(C(=O)NCc2ccc3c(c2)OCO3)c2ccccc2c1=O | -4 | -2.4%
Cc1cc(N2CC(C(=O)NCc3cccnc3)CC2=O)ccc1C(C)C (stereo not drawn) | . | -0.3%
CC1CN(/C=C/C(=O)C(F)(F)F)CC(C)O1 (stereo not drawn) | 6 | 0.8%
CCOc1ccccc1-n1nnnc1SCC(=O)OC | -9 | 3.8%
CC(c1ccccc1)N(CCC(c1ccccc1)C1CCOC(C)(C)C1)C(=O)c1ccco1 (stereo not drawn) | 0 | 0.1%
O=C(Nc1ccccc1)Nc1ccc(C(F)(F)F)cn1 | -12 | -0.5%
CCc1ccccc1NC(=O)C(Cc1cccc(OC)c1OC)c1nn[nH]n1 (stereo not drawn) | -9 | -0.4%
Cc1cc(C)nc(NS(=O)(=O)c2ccc(NC(=O)COc3ccccc3)cc2)n1 | -4 | 2.9%
CCc1c(C(=O)NNC(=S)NCC(C)C)csc1C | -2 | -4.3%
CC(C)(O)[C@H]1O[C@H]2CC[C@@]3(C)[C@@](O)(CC[C@H]4Cc5c([nH]c6ccccc56)[C@@]43C)C2=CC1=O | 6 | -4.4%
CC(C)Cn1c(=S)[nH]c2cc(C(=O)O)ccc2c1=O | . | -2.0%
CC(C)(C)NS(=O)(=O)c1ccc(NS(C)(=O)=O)cc1 | . | 1.0%
CC(=O)c1cc(-c2ccccc2)n(CC(=O)N2CCC(C)CC2)c1C | . | -1.7%
O=C(Nc1ccc(Oc2ccc(S(=O)(=O)N3CCOCC3)cn2)cc1)c1ccco1 | . | -0.6%
CC1=NN(C(C#N)c2cccc([N+](=O)[O-])c2)C(C)(C)C1 (stereo not drawn) | 6 | -1.2%
OCCSc1ncnc2c1oc1ccccc12 | 4 | 1.6%
CCOc1ccc2[nH]cc(S(=O)(=O)c3ccc(F)cc3)c(=O)c2c1 | 20 | 0.9%
Cc1cccc(NC(=O)CSc2nnc(-c3ccco3)c(-c3ccco3)n2)c1 | -6 | 9.5%
COc1ccccc1N(Cc1cc(=O)[nH]c2ccccc12)C(=O)c1ccccc1 | -8 | 0.8%
Nc1cc(N)cc(-c2nc3ccccc3o2)c1 | . | -3.1%
O=C(CNc1cccc(Cl)c1)NNC(=S)NCc1ccccc1 | -3 | -1.0%
O=C(Oc1ccccc1[N+](=O)[O-])c1cccnc1 | 20 | .
Cc1ccc(-n2c(C)cc(C(=O)COc3cccnc3[N+](=O)[O-])c2C)cc1 | . | -3.3%
O=C(Nc1cccnc1Oc1ccc(Cl)cc1)c1cccc2ccccc12 | . | -3.1%
NC(=O)c1ccc(NCC2COc3ccccc3O2)c([N+](=O)[O-])c1 (stereo not drawn) | . | -0.1%
CCNc1nc(NCC)n2c(SCc3nc4ccccc4c(=O)[nH]3)nnc2n1 | ? | -3.6%
Cc1cccc(-c2noc(CN(C(C)C)S(=O)(=O)c3ccc(F)cc3)n2)c1 | -9 | -0.5%
Clc1cccc(-c2nnc(SCc3nc4ccccc4[nH]3)n2Cc2ccco2)c1 | 9 | 6.1%
O=C(CSc1nnc(COc2cccc3cccnc23)o1)N1CCCC1 | . | 1.8%
O=C(Nc1ccc(N2CCOCC2)cc1)c1ccc(S(=O)(=O)NCc2ccco2)cc1 | 2 | -3.1%
COc1ccc(CNC(=O)Cn2nc(Cc3cccnc3)c3ccccc3c2=O)cc1 | -8 | 0.2%
CC(=O)c1c(C)[nH]c(C(=O)COC(=O)CCCOc2ccccc2)c1C | 17 | 7.3%
COCCNC(=O)CCc1ccc(S(=O)(=O)Nc2ccc(C)cc2)cc1 | 3 | -0.5%
Cc1ccc([N+](=O)[O-])cc1N=C(c1cccc(Br)c1)N1CCOCC1 | 7 | 1.8%
CC(Sc1nc(-c2ccccc2)cc(C(F)(F)F)n1)C(=O)N1CCCCC1 (stereo not drawn) | -6 | 1.6%
CCOC(=O)CNC(=S)N(Cc1ccccc1F)C1CCCCC1 | -2 | -0.2%
C=C(C)CN(CC)C(=O)CC1C(=O)NCCN1Cc1c(F)cccc1Cl (stereo not drawn) | 34 | -6.6%
O=C(CSc1nnc(-c2ccc3c(c2)OCO3)n1-c1ccccc1)c1ccccc1 | . | 4.3%
CC(=O)C1=C(C)NC(SCC(N)=O)=C(C#N)C1CC(C)C (stereo not drawn) | -1 | -2.5%
Cc1cc(=O)c2ccccc2n1Cc1ccccc1 | 3 | -3.1%
Cc1cccc(Nc2nc(N)nc(CN3CCC(C)CC3)n2)c1C | . | -4.3%
CCc1cc2c(=O)n(-c3ccc(C)cc3)cnc2s1 | . | -2.8%
O=C(NC(=S)NCc1ccc(F)cc1)c1ccccc1 | 5 | 2.4%
C/C(=N\NC(=O)c1nn(C)cc1Br)c1cccc(NC(=O)c2ccncc2)c1 | -10 | 1.6%
O=C(NCc1ccco1)c1cc(-c2ccco2)on1 | . | 0.4%
c1ccc(C(c2nnnn2Cc2ccco2)N2CCN(c3nc4ccccc4s3)CC2)cc1 (stereo not drawn) | . | -2.8%
COc1ccccc1N(CC(=O)N/N=C/c1ccccc1C(=O)O)S(C)(=O)=O | -3 | .
O=[N+]([O-])c1ccc(-n2nnnc2-c2ccccc2)cc1 | 12 | 4.8%
Cc1nnc(SCc2cn3ccsc3n2)n(N)c1=O | -8 | 3.2%
COC(=O)C1(NC(=O)NC23CC4CC(CC(C4)C2)C3)CCCCC1 | -5 | 0.7%
Cc1cc(=O)oc2ccc(OCC(=O)N3CCC(C)CC3)cc12 | . | 1.4%
COC(=O)c1c(CSc2ccc(C)c(C)c2)noc1C(=O)NCc1ccc(OC)cc1 | ? | 1.4%
O=C(O)C[C@H]1c2ccccc2S(=O)(=O)N1C1CCCCC1 | . | -0.3%
CC(=O)Nc1ccc(/C=N/Nc2nc3ccccc3s2)cc1 | -7 | 8.5%
COc1ccc(OC)c(NC(=O)c2cccc(S(=O)(=O)N(Cc3ccccc3)c3ccccc3OC)c2)c1 | . | 0.6%
CC(C)C(c1nnnn1C1CCCC1)N(C)C1CCCCC1 (stereo not drawn) | -4 | -0.2%
COc1ccc(-c2nc3n(c(=O)c2C#N)CCS3)cc1OC | 8 | 0.6%

Retrieved by structure from the list above (4):
smiles | Mtb RmlCD inh | M. tuberculosis GlmU
COc1ccc(-c2nc3n(c(=O)c2C#N)CCS3)cc1OC | 8 | 0.6%
COC(=O)C1(NC(=O)NC23CC4CC(CC(C4)C2)C3)CCCCC1 | -5 | 0.7%
c1ccc(C(c2nnnn2Cc2ccco2)N2CCN(c3nc4ccccc4s3)CC2)cc1 (stereo not drawn) | . | -2.8%
O=C(NCc1ccco1)c1cc(-c2ccco2)on1 | . | 0.4%

Remaining list, next part.
smiles | Mtb RmlCD inh | M. tuberculosis GlmU
Nc1nc(CN2CCC(Cc3ccccc3)CC2)nc(Nc2ccccc2)n1 | -3 | -4.9%
Cc1cccc(NC(=O)CC2CCC2)c1 | . | 1.7%
Cc1cccc(-c2nc(CN3CCCC(C(=O)NC4CCCCC4)C3)c(C)o2)c1 (stereo not drawn) | 17 | -3.7%
C=CCn1c(=N)n(CC(=O)c2ccc(Br)s2)c2ccccc21 | 5 | -0.6%
COc1ccc(NC(=O)C2CCCN2C(=O)OCc2ccccc2)cc1 (stereo not drawn) | -6 | 2.9%
O=C(Nc1nccs1)c1ccc(CSc2nnnn2-c2ccccc2)cc1 | -6 | 4.2%
O=c1oc2ccccc2cc1NCc1ccccc1O | . | 0.1%
COc1ccc(Nc2nc(NCc3ccco3)nc(N)c2[N+](=O)[O-])cc1 | -2 | -6.8%
O=C(N/N=C/c1ccco1)c1ccc(Br)o1 | . | 2.2%
O=C(N/N=C/c1cccnc1)c1ccc(NC(=O)C(c2ccccc2)c2ccccc2)cc1 | . | 0.3%
Cc1cccc(Nc2nc(N)nc(CSc3nccn3C)n2)c1 | . | 0.9%
COc1ccc2c(c1)C(=O)CC(O)(C(F)F)O2 (stereo not drawn) | 1 | -0.7%
Cc1nc(C(F)(F)F)ccc1C(=O)N1CCCCC1 | 6 | 0.0%
CCn1c(CSc2ncccn2)nnc1SCC(=O)N1CCCCC1 | 6 | 3.5%
COC(=O)CCC(=O)OC1(C)C(=O)C2=CN(C3CC3)C(c3ccc(OC)cc3)=CC2=C(Br)C1=O (stereo not drawn) | . | -2.2%
COc1ccc(NC(=O)c2cnc(C)cn2)c2ncccc12 | . | 4.0%
CCOC(=O)c1cc(C(C)=O)c(=O)n(C)c1N | -6 | -5.5%
CC(=O)Oc1oc(-c2ccccc2)nc1C=Nc1ccc(N(C)C)cc1 | -4 | -5.3%
O=C(Nc1ccc(N2CCCCC2)cc1)c1ccc2ccccc2n1 | 5 | 4.4%
COc1ccc2oc(C(=O)OCc3c(C)noc3C)c(C)c2c1 | . | -2.3%

A draw from above in order of formula weight, high to low.
smiles | Mtb RmlCD inh | M. tuberculosis GlmU
COC(=O)CCC(=O)OC1(C)C(=O)C2=CN(C3CC3)C(c3ccc(OC)cc3)=CC2=C(Br)C1=O (stereo not drawn) | . | -2.2%
CC(=O)Oc1oc(-c2ccccc2)nc1C=Nc1ccc(N(C)C)cc1 | -4 | -5.3%
COc1ccc2c(c1)C(=O)CC(O)(C(F)F)O2 (stereo not drawn) | 1 | -0.7%

Following part:
smiles | Mtb RmlCD inh | M. tuberculosis GlmU
CCCCCCC(=O)Nc1cc2c(C)cc(=O)oc2cc1C | 10 | -4.2%
COC(=O)Cc1ccc(NC(=O)c2cccs2)cc1 | -7 | 2.0%
COCCN(C(=S)Nc1ccccc1C)C(C)c1cccnc1 (stereo not drawn) | -8 | 3.3%
COc1ccc(C(=O)Nc2cccc(S(C)(=O)=O)c2)cc1OC | -3 | -5.4%
O=C(N/N=C/C1CC2CCC1C2)c1c[nH]c2ccccc12 (stereo not drawn) | . | 1.2%
Cc1ccc(CNC(=O)C2CCCN(S(=O)(=O)c3cnc[nH]3)C2)cc1 (stereo not drawn) | -5 | 0.0%
COc1ccc(C(=O)C(CN2CCOCC2)c2ccccc2)cc1 (stereo not drawn) | . | 1.5%
Cc1cc(Sc2nc(N)ncc2[N+](=O)[O-])ncn1 | -6 | 5.3%
COc1ccc(NC(=S)N2CCCC2)cc1 | . | 2.6%
O=C(/C=C/c1ccccc1)Oc1ccc(C(=S)N2CCOCC2)cc1 | 11 | -4.3%
CC(=O)N1CCC(C(=O)c2ccc(Cl)cc2)CC1 | 6 | -0.3%
N/C(=N\NC(=O)Nc1ccccc1)c1ccccn1 | 1 | 4.3%
CC1=NC(C(F)(F)F)(C(F)(F)F)C(C#N)=C(C)N1 | 10 | 2.5%
COc1ccc(OC)c(-n2c(CNC3CCN(Cc4ccccc4)CC3)nc3ccccc3c2=O)c1 | 5 | -4.5%
O=C(Nc1nncs1)C(Sc1ccccc1)c1ccccc1 (stereo not drawn) | 23 | -2.4%
CCOc1ccccc1Nc1ncnc2c1cnn2-c1ccccc1 | . | -5.0%
O=C(c1ccco1)N1CCN(Cc2nc(-c3cccs3)no2)CC1 | . | 1.1%
CCCC(=O)NC(Nc1ccc(S(=O)(=O)Nc2cc(C)on2)cc1)(C(=O)OCC)C(F)(F)F (stereo not drawn) | . | -5.9%
Cc1cc(NC(=O)CN2CCOCC2)n(-c2ccccc2)n1 | 11 | 21%
O=C(NCc1cn(-c2ccccc2)nc1-c1ccccc1)c1ccc([N+](=O)[O-])cc1 | -7 | -5.2%
CCN1C[C@@]2(COC)C3[C@@H](OC)[C@H]4[C@@H]1[C@@]3(C1C[C@H]3[C@H](O)C1[C@]4(O)C[C@H]3OC)[C@@H](OC)C[C@H]2O (stereo partly drawn) | . | -4.4%
Cc1cc(C(=O)NCC2CCCO2)n(-c2ccccc2)n1 (stereo not drawn) | 9 | 0.9%
CC1CCc2c(C(=O)N3CCN(S(=O)(=O)c4cccs4)CC3)csc2C1 (stereo not drawn) | 9 | -4.2%
CC(OC(=O)CN(C)S(=O)(=O)c1ccc(Cl)cc1)C(=O)Nc1ccc(N2CCOCC2)cc1 (stereo not drawn) | 16 | 2.5%
S=c1[nH]nc(-c2cc(-c3ccco3)[nH]n2)n1-c1ccccc1Cl | -10 | 8.8%
O=C(Nc1cccc(Br)c1)c1ccccc1-c1ccccc1 | 10 | -1.4%
CC(C)(C)c1ccc(C(=O)CSc2n[nH]c(=O)[nH]c2=O)cc1 | -6 | 6.2%
C/C(=N\N(C)C)C1=C(O)c2ccccc2C1=O | . | 7.9%
O=C(CCS(=O)(=O)c1ccccc1)Nc1nc2c(s1)COc1ccccc1-2 | 13 | 7.8%
COc1ccc(C(=O)Nc2nnc(Cc3cccs3)s2)cc1OC | 1 | -1.5%
O=C(NCc1ccccc1)C1=C[C@@H](c2ccc(Br)cc2)C[C@@H](OCc2ccc(CO)cc2)O1 | . | -0.8%
CCOc1cccc(=O)c2c(C)n(-c3ccc(C(=O)O)cc3)c(C)c12 | . | 10%
CC(=O)Nc1cccc(OCCCNS(=O)(=O)c2ccc(F)cc2)c1 | -14 | -6.0%
CCOC(=O)Nc1cc(NC(=O)OCC)c(C)nc1C | -4 | -3.9%
